bIAP inh: blocks bovine intestinal alkaline phosphatase activity | 190,000 tested, under 10 active | inhibition, % at 20 µM | purified bovine IAP, CDP-star luminescence, 30 min;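 active = over 50% inhibition of intestinal alkaline phosphatase at 20 µM in the single-dose screen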
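Assay system: bovine IAP enzyme; medium: DEA buffer 100 mM, pH 9.8, with MgCl2 1.0 mM, ZnCl2 0.02 mM; doses: 20 µM single dose; incubation: enzyme reaction for 30 min at room temperature; detection: CDP-star luminescence signal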
Redox H2O2 prof: compounds producing H2O2 with reducing agent – biochemical, NIH compound library profiling, artefact control for MLSCN library redox annotation, primary screen; activation, % at 10 µM; DTT-dependent redox cycling H2O2, phenol red/HRP absorbance; 100% = 100 µM peroxide control, 0% = buffer; AID 878; hit rate 0.03% among 200,000;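 active = activation of at least 50% relative to the plate's high and low controls in the primary single-dose screen; inactive = activation below 50%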;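 also: compound incubated with DTT at 0.8 mM final as the reducing agent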
S1P3 antag: S1P3 (human) receptor antagonism; Q99500; CHO S1P3 NFAT-BLA reporter, FRET fluorescence, antagonist mode; inhibition, % at 4.98 µM; hit rate 0.27% among 170,000; AID 485;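 active = inhibition above the plate cutoff, the mean inhibition of test wells on that plate plus 3 SD, cut at about 28% in these data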;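 also: cells challenged with S1P at its EC80 of 0.8 µM; blue over green emission ratio from cleaved BLA substrate after 4 h stimulation; 0% = S1P-stimulated wells and 100% = unstimulated DMSO-only wells; some compounds past the cut are filed as inactive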
Target sequence (Q99500 whole entry, looked up): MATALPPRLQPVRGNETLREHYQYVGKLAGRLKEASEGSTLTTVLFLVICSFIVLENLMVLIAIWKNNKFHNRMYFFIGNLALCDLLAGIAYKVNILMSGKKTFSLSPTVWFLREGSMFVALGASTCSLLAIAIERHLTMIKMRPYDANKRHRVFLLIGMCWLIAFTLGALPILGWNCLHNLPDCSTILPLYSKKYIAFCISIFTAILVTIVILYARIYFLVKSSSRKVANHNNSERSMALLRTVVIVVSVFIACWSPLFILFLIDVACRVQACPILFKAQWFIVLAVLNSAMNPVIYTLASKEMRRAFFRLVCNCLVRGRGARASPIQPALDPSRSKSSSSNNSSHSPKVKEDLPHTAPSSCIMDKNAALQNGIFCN
PPARg SRC1 recr: PPARgamma-driven SRC-1 recruitment agonism. P37231. PPARgamma-SRC-1 coactivator recruitment biochemical assay. activation, % at 8 µM. hit rate 0.41% among 200,000. AID 631; in the data active = activation above about 19%;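 also: 0% = DMSO and 100% = reference agonist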
bIAP activator: intestinal alkaline phosphatase (bovine) activation | activation factor at 20 µM | purified bovine IAP, CDP-star luminescence, 30 min; active compounds read high; fold of DMSO-control signal, blank-subtracted | AID 1016 | hit rate 0.17% among 200,000;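 active = activation factor of 2 or more at 20 µM, a signal rise over negative controls twice the positive control's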
ROMK primary: human ROMK K+ channel modulation, primary screen; B-score at 10 µM; Tet-inducible ROMK, thallium flux fluorescence; actives lie on both sides; P48048; hit rate 2% among 130,000;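 active = signal ratio slope over the read window, or its plate-corrected B-score, at least 3 SD from the plate mean, either direction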;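 also: B-score of the F/F0 ratio slope over 7 to 12 s after thallium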
Target sequence (P48048 whole entry, looked up): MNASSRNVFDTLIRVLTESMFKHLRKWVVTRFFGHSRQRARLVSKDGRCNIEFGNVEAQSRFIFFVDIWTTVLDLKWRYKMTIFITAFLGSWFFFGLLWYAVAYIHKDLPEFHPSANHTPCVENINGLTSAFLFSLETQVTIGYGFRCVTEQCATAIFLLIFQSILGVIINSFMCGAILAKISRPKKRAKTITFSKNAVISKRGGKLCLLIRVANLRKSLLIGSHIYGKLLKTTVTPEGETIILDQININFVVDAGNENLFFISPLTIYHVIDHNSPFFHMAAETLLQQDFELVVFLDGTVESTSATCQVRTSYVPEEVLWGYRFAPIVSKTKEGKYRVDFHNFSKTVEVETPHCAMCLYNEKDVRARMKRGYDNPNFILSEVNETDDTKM
TR-FRET SRC-2 ct: TR-FRET artefact, counter-screen to PPARgamma/SRC-2 agonist assay; active compounds read high; TR-FRET ratio at 8 µM; hit rate 0.4% among 200,000; AID 1049; in the data active = TR-FRET ratio above about 2000; also: inactives centre near 1500; reference of the scale not given here
PPARg SRC3 recr: agonists of human PPARgamma SRC-3 coactivator recruitment; P37231; biochemical PPARgamma/SRC-3 coactivator recruitment assay; activation, % at 8 µM; hit rate 0.26% among 200,000; AID 731; in the data active = activation above about 23%;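 also: 0% = DMSO and 100% = reference agonist; some compounds past the cut are filed as inactive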
L major viab: inhibitors of Leishmania major promastigote growth; Leishmania major promastigotes, resazurin fluorescence viability; inhibition, % at 10 µM; hit rate 9% among 200,000; AID 1063; in the data active = inhibition above about 50%;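 also: promastigotes grown with compound for 44 hours at 28 °C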
PPARg SRC2 recr: agonists of SRC-2 recruitment by human PPARgamma | P37231 | hit rate 0.34% among 200,000 | activation, % at 8 µM | PPARgamma LBD-SRC-2 recruitment, biochemical; in the data active = activation above about 22%;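 also: 0% = vehicle and 100% = reference agonist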
TLR4 MyD88 comp: blocks binding of human TLR4 to MyD88; O00206+Q99836; inhibition, % at 8.4 µM; AID 861; hit rate 0.18% among 200,000; HeLa CL3-4 TLR4/MyD88 BLA complementation, FRET ratio; in the data active = inhibition above about 25%;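 also: 0% = vehicle and 100% = reference inhibitor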
* marks the source's active call; other numbers are inactive results; . = no result given.

SMILES	bIAP inh	Redox H2O2 prof	S1P3 antag	PPARg SRC1 recr	bIAP activator	ROMK primary	TR-FRET SRC-2 ct	PPARg SRC3 recr	L major viab	PPARg SRC2 recr	TLR4 MyD88 comp
CC(CCc1ccccc1)NC(=O)COC(=O)CC1CC2CCC1C2 (stereo not drawn)	23	0.2	-7	-4	0.8	0.28	1680	3	-3	4	-4
Cn1c(SCC(=O)NCC2CCCO2)nnc1-c1cccc(NC(=O)c2ccccc2F)c1 (stereo not drawn)	-6	-0.1	-27	-2	1.1	0.68	1545	-2	-3	10	14
O=C(CCN1C(=O)c2cccc3cccc(c23)C1=O)NCc1cccnc1	-1	-1.5	-21	7	1	0.42	1519	1	5	1	14
CCCN1C(=O)c2ccccc2NC1c1ccc(C)cc1 (stereo not drawn)	1	0.1	5	-1	1	-0.98	1500	-5	12	-10	-12
CCOc1ccc(/C=C/C(=O)Nc2ccc3[nH]c(=O)[nH]c3c2)cc1	-21	0.5	-3	-1	1.2	0.22	1423	2	-6	4	13
CCOC(=O)N1CCC(N(CCN(C)C)C(=S)Nc2ccc(OCC)cc2)CC1	-7	0.2	-23	1	1.1	1.1	1636	4	0	7	-4
OCCN1CCN(c2nc(N3CCCCC3)nc(N3CCCCC3)n2)CC1	-6	-0.5	.	16	1.1	-0.66	1777	7	12	0	2
COC(=O)c1sccc1NC(=O)Nc1cccc(C(C)=O)c1	8	0.6	-6	1	0.9	-1.3	1424	-3	0	-4	-3
COc1ccc(C(=O)NCCn2ccc3ccccc32)cc1OC	15	-3.5	8	-2	0.9	.	1660	1	0	4	-24
CCOc1ccc(NC(=O)CC)cc1	-10	-0.3	-1	-2	1.1	-0.38	1577	-3	-2	9	4
Fc1ccc(NC(=S)N2CCCc3ccccc32)cc1	12	2.7	.	-4	0.9	.	1382	-6	5	-3	2
O=C1C(c2ccc(F)cc2)N(CC2COc3ccccc3O2)C(=O)CN1C1CCCCC1 (stereo not drawn)	1	2.4	.	-3	1	.	1481	-3	12	0	-3
CC(=O)Nc1cccc(OCC(=O)/C=C2\N(C)c3ccccc3C2(C)C)c1	-8	-0.2	-10	-1	1.1	-3*	1439	1	48	8	-10
COc1ccc2c(c1)sc(=N)n2CC(=O)Nc1cc(C)cc(C)c1	9	-1.0	9	8	0.9	-0.77	1645	4	4	-2	-8
CCn1c2ccccc2c2cc(NC(=O)N3CCOCC3)ccc21	-13	1.3	8	4	1.1	-0.77	1578	-24	0	10	1
COCCn1c(SC(C)C(=O)Nc2ccc3c(c2)OCCO3)nc2ccccc2c1=O (stereo not drawn)	10	2.2	-28	3	0.9	-0.42	1479	-1	10	1	-2
Cc1ccc2c(c1)N(Cc1ccncc1)C(=O)C(C)O2 (stereo not drawn)	0	0.7	-26	1	1	.	1455	-4	-9	8	11
CCN(CC(=O)NCc1ccc(F)cc1)C(=O)C1CCN(C(=O)Nc2ccccc2)CC1	-4	-2.7	.	11	1	-0.54	1604	4	-3	15	9
CCOC(=O)N1CCC(N2Cc3cccc(C(=O)NCc4ccccn4)c3C2=O)CC1	-1	-3.0	-13	6	1	.	1714	0	-5	0	7
O=C(Nc1ccc(F)cc1)Nc1nnc(-c2ccncc2)s1	5	-3.7	.	8	0.9	-2.1*	1684	6	27	1	-8
CC1CCCC/C1=N\NS(=O)(=O)c1ccc(Br)cc1 (stereo not drawn)	7	-0.2	.	5	0.9	-0.2	1671	-2	-3	-3	8
COc1ccc(C(=O)N/N=C/c2ccc(OC(=O)c3cccs3)cc2)cc1	.	0.9	-8	-6	0.3	.	1536	0	-5	-5	-7
CC(CCc1ccccc1)NC(=O)c1cc2sccc2n1C (stereo not drawn)	20	0.7	5	1	0.8	.	1371	1	1	5	-6
O=C(OCC(=O)c1c[nH]c2ccccc12)c1cc(Br)ccc1O	11	0.3	-6	6	0.9	0.059	1670	2	13	-2	-2
Cc1ccc(C(=O)/C=C\C(=O)c2ccc(C)cc2)cc1	5	0.0	8	-5	0.9	-1.2	1628	3	100*	5	-8
O=S(=O)(c1ccc(NC(=S)N/N=C/c2ccc(Oc3ccccc3)cc2)cc1)N1CCOCC1	-5	-0.1	-5	1	1.1	1.1	1433	3	-10	8	6
CCn1nc(-c2ccccc2)c2nc3ccccc3nc21	5	-12	8	4	1	.	1513	-2	3	14	25
COc1cccc(/C=C/C2=CC(C)(C)NC(=S)N2)c1	36	-0.2	-1	1	0.6	0.3	1380	6	-6	10	-12
COc1ccc(-n2nnnc2-c2cccnc2)cc1	16	0.0	.	-3	0.8	0.44	1466	2	-5	0	-7
O=C(Nc1nc(-c2ccc(S(=O)(=O)N3CCCC3)cc2)cs1)c1cccs1	12	2.0	9	5	0.9	-0.83	1891	5	100*	9	16
COCCNC(=O)CN(C(=O)CCC(=O)Nc1ccccn1)c1ccccc1F	-4	0.1	-18	-9	1	0.018	1345	-1	-3	-7	-1
CCOCCCNC(=O)c1ccc(Cn2c(=O)[nH]c3ccsc3c2=O)cc1	-4	-1.4	-3	-1	1	0.16	1421	2	-6	7	8
Cc1ccccc1NC(=O)OCCN1CCN(Cc2ccccc2)CCC1=O	3	0.0	-6	8	1	-0.033	1396	6	1	12	-8
COC(=O)C1=CN(C)C=C(C(=O)OC)C1c1ccsc1	-12	1.6	4	8	1.1	.	1739	-1	1	-1	3
Cc1ccc(C(=O)NC(=S)Nc2ccccc2C(F)(F)F)cc1	6	1.9	.	-4	0.9	.	1519	-3	-5	1	9
O=C(c1ccc(Cl)cc1)N1CCN(c2ccnc3cc(Cl)ccc23)CC1	-10	-0.4	20	-7	1.1	-0.1	1341	-1	66*	1	13
COC(=O)C1C(O)=C(C=NCC(C)N=CC2=C(O)C(C(=O)OC)C(C)(C)CC2=O)C(=O)CC1(C)C (stereo not drawn)	-34	0.7	-8	8	1.3	0.55	1539	-3	-8	-1	-4
N#CC(c1ccc(Cl)cc1)(c1ncc(C(F)(F)F)cc1Cl)N1CCOCC1 (stereo not drawn)	-2	0.5	.	-2	1	.	1706	12	0	-1	-10
COc1ccc(CCNC(=O)/C(=C/c2cccnc2)NC(=O)c2ccccc2)cc1OC	-16	-0.5	1	1	1.2	.	1661	1	-5	5	12
COCCn1c(C)cc(C(=O)COC(=O)C23CC4CC(CC(O)(C4)C2)C3)c1C	14	2.5	-27	10	0.9	.	1686	-7	-7	3	-11
COC(=O)C1CCN(C(=O)COC(=O)CC(NC(N)=O)c2ccc(Cl)cc2)CC1 (stereo not drawn)	-4	0.0	4	6	1	-0.068	1768	3	-8	5	1
CCC(=O)Oc1ccc(C(=O)Nc2cccc(C(=O)NC(C)(C)C)c2)cc1	-6	-0.4	-14	10	1.1	-0.12	1583	3	-5	2	-9
N#Cc1c(N)nc2c3c(sc(=N)c2c1N)NC(=O)CC3c1c(F)cccc1Cl (stereo not drawn)	7	-3.4	.	-2	0.9	.	1427	7	100*	0	-8
CS(=O)(=O)Nc1cccc(C2=NN(S(=O)(=O)c3ccccc3)C(c3ccco3)C2)c1 (stereo not drawn)	-7	-0.9	-10	13	1.1	.	1734	6	16	-1	-2
Cc1cccc(-c2nnc(SCC(=O)Nc3ncccn3)n2C)c1	-10	-0.6	-1	8	1.1	0.071	1768	7	-7	5	-5
COc1ccc2nc(NC(=O)C3COc4ccccc4O3)sc2c1 (stereo not drawn)	3	-3.1	17	7	1	.	1755	-1	0	4	5
Cc1ccc(C2C(/C=C3/SC(=S)NC3=O)=C(c3cccs3)Oc3ccccc32)cc1 (stereo not drawn)	43	0.2	.	-5	0.6	0.48	1526	7	-2	-1	1
Nc1ccccc1-c1n[nH]c(=S)s1	-1	-2.2	-10	54*	1	0.34	3141*	43*	-7	54*	-6
COc1cc2[nH]c(=O)n(CCCCCC(=O)NCCc3c[nH]c4ccccc34)c(=O)c2cc1OC	-7	0.1	.	-8	1.1	0.055	1440	-1	0	10	6
N#Cc1c(-c2ccccc2)nc(SCC(=O)N(c2ccccc2)c2ccccc2)[nH]c1=O	7	0.4	-14	-3	0.9	.	1590	-6	-1	0	-6
Remaining list, next part:
SMILES	bIAP inh	Redox H2O2 prof	S1P3 antag	PPARg SRC1 recr	bIAP activator	ROMK primary	TR-FRET SRC-2 ct	PPARg SRC3 recr	L major viab	PPARg SRC2 recr	TLR4 MyD88 comp
CC1(C)CC(NC(=O)c2ccccn2)CC(C)(C)N1O	8	10	-5	4	0.9	0.49	1635	4	-1	6	10
COc1ccc(CCC(C(O)C(F)(F)F)S(=O)c2ccccc2)cc1 (stereo not drawn)	13	0.7	.	5	0.9	.	1589	9	37	5	-10
Cc1cc(C)c(C)c(OCCCOc2cccc3cccnc23)c1	-7	-0.1	-9	-1	1.1	-0.035	1500	7	25	11	7
Cc1cccc(C)c1NC(=S)N(CCN(C)C)C(C)c1cccnc1 (stereo not drawn)	-14	-0.7	-8	-5	1.1	-0.34	1577	-4	17	-2	6

An excerpt of these results, bar-delimited.
SMILES | bIAP inh | Redox H2O2 prof | S1P3 antag | PPARg SRC1 recr | bIAP activator | ROMK primary | TR-FRET SRC-2 ct | PPARg SRC3 recr | L major viab | PPARg SRC2 recr | TLR4 MyD88 comp
COC(=O)C1CCN(C(=O)COC(=O)CC(NC(N)=O)c2ccc(Cl)cc2)CC1 (stereo not drawn) | -4 | 0.0 | 4 | 6 | 1 | -0.068 | 1768 | 3 | -8 | 5 | 1
CCC(=O)Oc1ccc(C(=O)Nc2cccc(C(=O)NC(C)(C)C)c2)cc1 | -6 | -0.4 | -14 | 10 | 1.1 | -0.12 | 1583 | 3 | -5 | 2 | -9
N#Cc1c(N)nc2c3c(sc(=N)c2c1N)NC(=O)CC3c1c(F)cccc1Cl (stereo not drawn) | 7 | -3.4 | . | -2 | 0.9 | . | 1427 | 7 | 100* | 0 | -8
CS(=O)(=O)Nc1cccc(C2=NN(S(=O)(=O)c3ccccc3)C(c3ccco3)C2)c1 (stereo not drawn) | -7 | -0.9 | -10 | 13 | 1.1 | . | 1734 | 6 | 16 | -1 | -2
Cc1cccc(-c2nnc(SCC(=O)Nc3ncccn3)n2C)c1 | -10 | -0.6 | -1 | 8 | 1.1 | 0.071 | 1768 | 7 | -7 | 5 | -5
COc1ccc2nc(NC(=O)C3COc4ccccc4O3)sc2c1 (stereo not drawn) | 3 | -3.1 | 17 | 7 | 1 | . | 1755 | -1 | 0 | 4 | 5
Cc1ccc(C2C(/C=C3/SC(=S)NC3=O)=C(c3cccs3)Oc3ccccc32)cc1 (stereo not drawn) | 43 | 0.2 | . | -5 | 0.6 | 0.48 | 1526 | 7 | -2 | -1 | 1
Nc1ccccc1-c1n[nH]c(=S)s1 | -1 | -2.2 | -10 | 54* | 1 | 0.34 | 3141* | 43* | -7 | 54* | -6
COc1cc2[nH]c(=O)n(CCCCCC(=O)NCCc3c[nH]c4ccccc34)c(=O)c2cc1OC | -7 | 0.1 | . | -8 | 1.1 | 0.055 | 1440 | -1 | 0 | 10 | 6
N#Cc1c(-c2ccccc2)nc(SCC(=O)N(c2ccccc2)c2ccccc2)[nH]c1=O | 7 | 0.4 | -14 | -3 | 0.9 | . | 1590 | -6 | -1 | 0 | -6
CC1(C)CC(NC(=O)c2ccccn2)CC(C)(C)N1O | 8 | 10 | -5 | 4 | 0.9 | 0.49 | 1635 | 4 | -1 | 6 | 10
